MmCpn inh = blocks the Methanococcus maripaludis chaperonin Mm-Cpn | actives 0.031% (n = 330,000) | purified Mm-Cpn ATPase, ADP Transcreener TR-FRET | Potency, µM (top dose mostly 76.9 µM), for the others: top-dose activity, negative = inhibition, hits mostly inhibitors; further: potency means the concentration at half of the fitted maximal effect; on the % scale 0 is the no-effect control and ±100 the full control effect; nearly all actives have a fitted effect of over 80% in size
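TR-FRET (320 nm excitation; 590 and 665 nm emission) reports ADP made from 10 uM ATP by 25 nM enzyme; compounds were preincubated 10 min, reaction run 30 min, both at 37°C.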
DRD3 agonist = D3 dopamine receptor (human) agonism | P35462 | D3R DiscoveRx beta-arrestin cells, luminescence, 90 min | max activation, % | actives 0.58% (n = 410,000) | AID 652048; in the data active means max activation above about 30%; further: 0% is about no effect; mostly tested at two doses, the higher about 12 µM
Target sequence (P35462 whole entry, looked up): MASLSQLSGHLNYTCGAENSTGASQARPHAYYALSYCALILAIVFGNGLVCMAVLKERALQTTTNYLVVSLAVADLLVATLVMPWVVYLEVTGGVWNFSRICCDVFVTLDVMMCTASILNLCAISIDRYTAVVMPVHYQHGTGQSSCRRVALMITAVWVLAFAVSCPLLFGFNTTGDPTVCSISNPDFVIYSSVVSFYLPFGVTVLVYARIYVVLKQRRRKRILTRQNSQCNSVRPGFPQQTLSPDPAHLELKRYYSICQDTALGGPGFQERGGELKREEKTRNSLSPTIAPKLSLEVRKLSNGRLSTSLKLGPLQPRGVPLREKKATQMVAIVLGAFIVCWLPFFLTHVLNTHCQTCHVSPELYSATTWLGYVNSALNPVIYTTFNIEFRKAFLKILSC
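Cells at 1500/well, incubated overnight, then treated with pinned compounds (dopamine as control) for 90 min at 37 degrees C. DiscoveRx reagent added for 30 - 60 minutes at room temperature; luminescence read.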
CCT modulator = changes cytosolic chaperonin activity; AID 651819; actives 0.3% (n = 360,000); purified chaperonin ATPase assay, HTRF ADP detection, 30 min; activity change, % (concentration not given with the values), hits read low; in the data active means activity change below about -30%; further: on the % scale 0 is the no-effect control and ±100 the full control effect
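Enzyme 40 or 20 nM (batch-dependent) in Tris pH 7.4/KCl/MgCl2/DTT; cpd 76 uM single point; ATP 10 uM; 30 min 37 °C; Transcreener ADP HTRF detection, 30 min RT; ratio 665/615.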
EPAC2 agonist = agonists of human EPAC2 (RAPGEF4); Q8WZA2; EPAC2 activation, biochemical qHTS; response scale: 100% = 6.5 mM cAMP response; Potency, µM (top dose mostly 154 µM), without a hit: at the top dose activation, usual class: activators; actives 0.079% (n = 360,000); AID 720711; further: potency means the concentration at half of the fitted maximal effect; nearly all actives have a fitted effect of over 50% in size
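Readout is BODIPY fluorescence (480 nm excitation, 540 nm emission), which falls as labeled GDP is exchanged off Rap1B. EPAC2 at 100 nM acted on 250 nM RAP1B-BODIPY-GDP with 50 uM GDP present.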
EPAC2 antag = EPAC2 (human) antagonism. actives 0.18% (n = 360,000). Potency, µM (titrated, usually from 114 µM), for inactives: at the top dose activity, negative = inhibition, most hits filed as inhibitors. AID 720708. Q8WZA2. EPAC2 GEF exchange of Rap1B-BODIPY-GDP, fluorescence; further: potency means the concentration at half of the fitted maximal effect; on the % scale 0 is the no-effect control and ±100 the full control effect; nearly all actives have a fitted effect of over 45% in size; many of its hits are not listed in these tables
D3 antag = D3 dopamine receptor (human) antagonism | P35462 | D3R cells, DiscoveRx beta-arrestin luminescence, antagonist mode; hits give low values | max response, negative = inhibition, % | actives 2.5% (n = 360,000); in the data active means max response below about -50%; inconclusive means no clear call, values can overlap the other calls; further: on the % scale 0 is the no-effect control and ±100 the full control effect; mostly tested at two doses, the higher about 12 µM
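Cells plated overnight at 1500 cells/well, then exposed to library compounds with dopamine controls for 90 minutes at 37 degrees C. DiscoveRx reagent added for 30–60 minutes at room temperature; luminescence read, quantitative HTS format.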
PTHR1 ag = activates the human parathyroid hormone receptor PTHR1 | HEK293 GP2 PTHR1 cells, GloSensor cAMP luminescence, 1 h | Potency, µM (titrated, usually from 115 µM), for inactives: at the highest dose activation, usual class: activators | Q03431 | actives 0.075% (n = 410,000); further: potency means the concentration at half of the fitted maximal effect; nearly all actives have a fitted effect of over 55% in size; some results filed as inactive show a strong effect at the top dose; inactives centre near -15; many of its hits are not listed in these tables
Target sequence (Q03431 whole entry, looked up): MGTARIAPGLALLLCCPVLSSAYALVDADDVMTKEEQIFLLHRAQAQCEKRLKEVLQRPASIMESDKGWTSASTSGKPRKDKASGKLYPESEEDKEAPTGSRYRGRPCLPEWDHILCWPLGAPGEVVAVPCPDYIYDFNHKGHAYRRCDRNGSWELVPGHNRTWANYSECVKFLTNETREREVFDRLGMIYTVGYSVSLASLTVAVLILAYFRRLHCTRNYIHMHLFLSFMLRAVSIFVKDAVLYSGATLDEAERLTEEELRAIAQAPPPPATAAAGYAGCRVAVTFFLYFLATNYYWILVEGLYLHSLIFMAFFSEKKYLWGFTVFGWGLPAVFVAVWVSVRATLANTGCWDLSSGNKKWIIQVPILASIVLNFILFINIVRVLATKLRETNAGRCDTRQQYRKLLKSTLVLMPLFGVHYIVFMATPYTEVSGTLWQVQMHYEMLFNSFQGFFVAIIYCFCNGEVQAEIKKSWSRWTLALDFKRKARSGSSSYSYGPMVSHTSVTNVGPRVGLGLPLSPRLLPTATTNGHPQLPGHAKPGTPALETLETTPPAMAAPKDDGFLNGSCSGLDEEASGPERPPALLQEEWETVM
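HEK-293-derived GP2 cells expressing PTHR1 and a GloSensor cAMP reporter, 3,000/well, plated overnight, given luciferin plus IBMX (each 0.5 mM as added) for 1 h at 37 °C, then compound for 1 h at 37 °C. Luminescence was read after 15 min at room temperature.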
pAkt inh = blocks phosphorylation of Akt; activity change, % for hits at 50 µM; actives 0.32% (n = 360,000); Neuro2A IGF-stimulated pAkt S473 HTRF, 20 min; hits give low values; in the data active means activity change below about -80%; inconclusive means mostly about -51% to -80%; further: on the % scale 0 is the no-effect control and ±100 the full control effect
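Neuro2A cells (4,500/well, DMEM with 0.5% FBS) were treated with compound at a single 50 µM final concentration, stimulated with 6 nM IGF for 20 min at 37 °C, and lysed. Phospho-Akt Ser473 was read by HTRF as 665/615 ratio ×10^4.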
Starred values were filed as active, the others as inactive; i = inactive; ? = inconclusive; · = no result given; & = joins results of further samples; [ ] = another dose, or the depositor's remark. Unless noted, the call rests on the fitted dose curve; in most records, active means well fitted curve in the direction sought with a large enough effect; inconclusive means small, poorly fitted or top-dose-only effect, or another doubt; inactive means no such curve, though single readings can be large; an effect the other way counts as inactive or inconclusive.

SMILES | MmCpn inh | DRD3 agonist | CCT modulator | EPAC2 agonist | EPAC2 antag | D3 antag | PTHR1 ag | pAkt inh
COc1cccc(/C=N/NC(=O)CNC(=O)c2ccc3c(c2)OCCO3)c1O | -2.4% | 2.8 | 0.3 | 0.9% | 9.8% | 0.3 | -2.6% | i
OCC[C@@H]1C[C@H](O)[C@@H](O)[C@@]2(CCc3ccccc3O2)O1 | -8.1% | 17.0 | 0.4 | 4.0% | -10.6% | -10.2 | i | i
COc1ccc(/C(C)=N/OCC(=O)Nc2nc3ccccc3s2)cc1OC | 0.7% | 12.2 | 2.8 | 9.1% | -2.4% | 24.9 | -38.6%[inhibitor] | i
CNC(=O)Cn1nc(-c2ccc(C)c(S(=O)(=O)N(C)C)c2)c2ccccc2c1=O | 1.3% | 0.6 | -0.9 | 0.5% | 3.3% | 21.6 | i | i
COc1ccc(S(=O)(=O)NCC(c2ccco2)N2CCc3ccccc3C2)cc1 (stereo not drawn) | -0.3% | -19.1 | 1.4 | 9.8% | -2.9% | -0.6 | -24.3% | i
Cc1onc(-c2c(Cl)cccc2Cl)c1NC(=O)NN(C)c1ccc([N+](=O)[O-])cn1 | 0.4% | 11.0 | 0.9 | -4.1% | -0.7% | 7.8 | i | i
COc1cccc(NC(=O)CN(C)C(=O)Cc2ccc3c(c2)OCCO3)c1 | 3.2% | 5.9 | -8.8 | 7.3% | 2.2% | 20.6 | -46.4%[inhibitor] | i
OCc1c[nH]c(=S)n1CCOc1cccc(C(F)(F)F)c1 | 0.4% | -0.9 | -3.1 | 6.6% | 1.9% | -12.8 | -5.1% | i
COC(=O)[C@@H](Cc1c[nH]c2ccccc12)NCc1cccc(B(O)O)c1 | · | -38.9 | -3.3 | 9.1% | -0.3% | 0.0 | i | i
Nc1cccnc1Sc1ccc([N+](=O)[O-])cn1 | 0.4% | -2.4 | -2.8 | -4.5% | 2.1% | -6.1 | -3.6% | i
Cc1ccc(NC(=O)CSc2ccc(C(N)=O)cc2[N+](=O)[O-])cc1 | -2.2% | 0.4 | -0.9 | 11.6% | 9.0% | 1.2 | i | i
Cc1ccc(NC(=O)CSc2nc3ncc(Cl)cc3[nH]2)c(C)c1 | 2.5% | -2.7 | -1.6 | -10.2% | 13.0% | 17.6 | -3.6% | i
Cc1ccc(NC(=O)C2=CN3CCS(=O)(=O)N=C3C=C2)cc1 | 1.0% | -2.8 | 1.6 | -2.3% | -3.4% | -23.1 | -9.1% | i
CCOC(=O)CSc1nc2ccccc2c(=O)n1NC(=O)c1ccccc1 | -0.3% | 34.7* | 0.0 | 12.0% | -6.3% | 6.8 | -1.7%[57.5 µM] | i
CNc1nc(C)c(C#N)cc1C(C)=O | -1.0% | 9.3 | 0.9 | 4.9% | 16.7% | -12.5 | 23.6% | i
Cc1cccc(-n2ncc3c(NCCN4CCOCC4)ncnc32)c1 | -25.6% | -0.8 | -0.4 | 4.7% | -6.3% | 1.0 | i | i
Cc1cc(/C=C2/NC(=O)NC2=O)c(C)n1-c1sc2c(c1C#N)CCCC2 | -1.6% | 5.6 | -1.9 | -1.1% | -2.9% | -6.5 | i | i
COc1ccc(NC(=O)c2cc(C3CCCCN3C(=O)c3ccc(NC(C)=O)cc3)on2)c(C)c1 (stereo not drawn) | · | 7.5 | -1.1 | 5.4% | 9.6% | 7.9 | i | i
O=C(O)CCC(=O)NC1CCCCCCC1 | 0.1% | -3.8 | -3.1 | 2.9% | 6.9% | 14.4 | i | i
C[C@H]1CN([C@@H](C)CO)C(=O)CCCn2nncc2CO[C@@H]1CN(C)Cc1ccc(C(=O)O)cc1 | · | -3.9 | -1.1 | 11.3% | 7.4% | -18.9 | -13.7% | i
Cc1nn(CCOc2ccccc2)c(=O)n1-c1ccccc1 | -4.2% | 6.7 | -0.3 | 7.7% | 4.5% | 5.0 | -2.4%[57.5 µM] | i
Cc1ccc2c(c1)c1c3n2CCN(C(=O)CCl)C3CCC1 (stereo not drawn) | -3.9% | 7.7 | 2.1 | 2.0% | -22.3% | -6.0 | -10.7% | i
CCOC(=O)CN1C(=O)C(=O)N(Cc2cccc(C)c2)C1=O | 2.4% | 1.5 | -5.4 | -1.8% | 7.3% | 6.2 | -2.6% | i
O=C(O)CCC(NC(=S)Nc1ccccc1)C(=O)O (stereo not drawn) | -3.2% | 7.2 | 1.4 | -13.4% | -11.2% | 5.3 | -3.1% | i
COc1ccc(Cl)cc1-n1c(=S)sc2c(=O)[nH]c(SCC(=O)NCC3CCCO3)nc21 (stereo not drawn) | -0.3% | -26.8 | -2.3 | 9.1% | -0.7% | -58.3* | i | i
COc1cccc(NC(=O)CN(C)C(C)C(=O)NC(C)c2ccc(Cl)cc2Cl)c1 (stereo not drawn) | 0.8% | -6.0 | -0.8 | 7.8% | 8.2% | 14.3 | -5.1% | i
CCOC(=O)CNc1nc(Oc2ccc(=O)n(C)n2)nc(N(CC)CC)n1 | 1.0% | 4.0&3.4 | 0.2 | 11.9% | 4.9% | -5.8 | -10.8%&-6.2% | i
CCOC(=O)C(C)Sc1nnc(CNC(=O)c2ccc(OC)cc2)n1C1CCCCC1 (stereo not drawn) | ? | -2.0 | -2.3 | -6.6% | 5.3% | 18.4 | -1.9%[57.5 µM] | i
C=CCNC(=S)N/N=C/c1cccc([N+](=O)[O-])c1 | 1.0% | -7.4 | -0.9 | 5.3% | 2.0% | -0.8 | -2.3% | i
CCc1cc(C(=O)O)c(NC(=O)/C=C/c2ccc(OC)c(OC)c2)s1 | -5.1% | 1.1 | -1.0 | -2.0% | -7.0% | 15.4 | -13.2% | i
O=C(COc1ccccc1Cl)Nc1ccccc1C(=O)N1CCCCC1 | 0.3% | -14.7 | 0.0 | -0.7% | -5.2% | -12.3 | -22.9% | i
CCOC(=O)c1c(C(=O)OCC)c(C)n(CCc2ccc(OC)c(OC)c2)c1C | -2.7% | -0.6 | -2.2 | 2.1% | -2.4% | 10.8 | -18.7% | i
C=CCNC(=O)NC(=O)Cn1c(=O)c2c(ncn2CC)n(Cc2ccccc2)c1=O | 0.5% | -4.5 | -4.3 | 4.8% | -1.5% | 7.0 | 1.7% | i
CC1(C)Cc2ccccc2-c2nnc(-c3ccc4ccccc4n3)n21 | 3.5% | 3.2 | 0.3 | -19.5% | ? | -15.4 | -21.1%[57.5 µM] | i
COc1ccccc1C(=O)COC(=O)C1(C)CC1(Cl)Cl (stereo not drawn) | -6.5% | -5.1 | 1.8 | 4.9% | -6.9% | 3.5 | -6.8% | i
COc1ccc(-c2cc(COc3ccccc3)on2)cc1 | 0.6% | -5.2 | -0.8 | 13.3% | -2.6% | -5.4 | -15.8% | i
Cc1ccsc1C(=O)NCc1ccccc1Cl | 1.3% | -1.4 | -3.1 | 9.1% | -15.0% | -14.2 | -0.2% | i
CCSc1nc2nn(-c3ccccc3)c(=O)c-2c2n1CCCCC2 | -0.6% | -6.3 | 0.5 | -1.4%[15.6 µM] | 5.3% | 15.9 | i | ·
C=CCNC(=S)Nc1nc2c(cc1C(=O)OCC)COC(C)(C)C2 | -0.6% | -11.1 | 0.3 | -8.9% | 0.2% | 13.0 | -48.6%[inhibitor] | i
COc1ccccc1-c1nn(-c2ccccc2)cc1C(=O)NC1CC1 | -0.1% | 2.6 | -5.0 | 6.9% | -7.9% | 0.0 | i | i
CCN(CC1COc2ccccc2O1)S(=O)(=O)c1ccc(C)cc1 (stereo not drawn) | 1.5% | -3.4 | -1.4 | 18.1% | -12.2% | -20.9 | i | i
COc1ccc(-c2cnc3n2CCCCC3)cc1 | 0.1% | 20.0 | 1.2 | 12.6% | 16.2% | 5.2 | i | i
O=C(CN(Cc1ccco1)C(=O)CCC(=O)Nc1nccs1)NCc1ccccc1 | 1.0% | 1.1 | 0.0 | 14.5% | -0.8% | 4.6 | -3.3%[57.5 µM] | i
CCN1CCN(c2nc(N)c([N+](=O)[O-])c(Nc3ccc(C)cc3)n2)CC1 | 1.7% | -34.6 | -0.7 | -11.7% | -2.4% | ? | i | i
O=C1c2cccc(-c3ccc(C(F)(F)F)cc3)c2C2CCCCN12 (stereo not drawn) | · | 7.3 | -2.3 | 1.9% | -25.4% | 23.6 | -19.8% | i
CCOc1ccc(C(O)Cn2c(=N)n(CCN3CCCCC3)c3ccccc32)cc1 (stereo not drawn) | 1.9% | -1.8 | 0.8 | -11.3% | 0.2% | 31.1 | -3.7%[57.5 µM] | ·
O=C(Nc1ccccc1)c1sccc1Oc1ccc([N+](=O)[O-])cc1F | -2.2% | -0.7 | -1.7 | 6.3% | -12.3% | -5.8 | -19.1% | i
CCCCCC(=O)NC(Cc1ccc(OC)c([N+](=O)[O-])c1)C(=O)O (stereo not drawn) | -1.6% | 0.3 | 0.9 | 16.0% | 10.6%[57.1 µM] | 10.3 | -6.2% | i
COc1ccccc1N(C(=O)c1snc(C(N)=O)c1N)C(C(=O)NCc1ccccc1)c1ccc(O)cc1 (stereo not drawn) | 5.9% | 10.5 | 0.6 | -0.5% | -2.4% | 1.9 | -5.2% | i
CCCCCOP(=O)(OCCCCC)C1(NS(=O)(=O)c2ccccc2)C=CC(=O)c2ccccc21 (stereo not drawn) | -1.6% | 0.5 | -3.0 | 8.2% | -9.4% | -7.9 | -12.3%[57.5 µM] | i
COc1ccc(CN2C(=O)c3cccnc3C2Nc2cc(Cl)ccc2OC)cc1 (stereo not drawn) | -12.0% | -12.5 | -0.7 | 21.1% | -4.9% | -20.2 | -26.0% | i
CCN(CC)C(=O)/C(=C\c1cccc([N+](=O)[O-])c1)NC(=O)c1ccco1 | 0.4% | -2.2 | -0.6 | 3.2% | 8.8% | 9.6 | i | i

One compound at a time, from the list above. Screens in order: MmCpn inh	DRD3 agonist	CCT modulator	EPAC2 agonist	EPAC2 antag	D3 antag	PTHR1 ag	pAkt inh
Record of COc1ccccc1N(C(=O)c1snc(C(N)=O)c1N)C(C(=O)NCc1ccccc1)c1ccc(O)cc1 (stereo not drawn) = 5.9%	10.5	0.6	-0.5%	-2.4%	1.9	-5.2%	i
Record of CCN(CC)C(=O)/C(=C\c1cccc([N+](=O)[O-])c1)NC(=O)c1ccco1 = 0.4%	-2.2	-0.6	3.2%	8.8%	9.6	i	i
Record of CCCCCOP(=O)(OCCCCC)C1(NS(=O)(=O)c2ccccc2)C=CC(=O)c2ccccc21 (stereo not drawn) = -1.6%	0.5	-3.0	8.2%	-9.4%	-7.9	-12.3%[57.5 µM]	i

Screening results (PubChem BioAssay)

A portion of the library (hit frequency here may not be typical).
